T cruzi intra: intracellular Trypanosoma cruzi inhibition | intracellular Trypanosoma cruzi in host cells, plate reader | activity score (inhibition), % at 5.01 µM | 22,000 compounds, 4.9% hits | AID 651903; in the data active = activity score above about 55%; inconclusive = no clear call, values can overlap the other calls;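 note: parasites and compound incubated about four days before reading; 0% = median of neutral control wells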
INS-1E ATP HTS: INS-1E beta cell protection from cytokine death. INS-1E cytokine-induced death, ATP luminescence, 48 h; normalised: neutral wells 0, positive control 100. protection from cytokine-induced ATP loss, % at 10 µM. 20,000 compounds, 0.1% hits;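 active = mean replicate protection from cytokine-induced ATP loss at least 50% and at least 75% of replicates each reaching 50%; inconclusive = meets only one of the two criteria, mean or replicate share; inactive = fails both the mean and replicate share criteria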
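Test system: INS-1E rat cells | Quantity: 8000 cells per well | Medium: Phenol-red-free RPMI with 5% fetal bovine serum | Reagent: Cytokine cocktail of IFN-γ, TNF-α and IL-1β | Doses: One compound concentration, pin transfer | Timing: 48 h co-treatment, 10 min post-lysis read | Technique: Luminescent ATP assay (CellTiter-Glo)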
* marks the source's active call; other numbers are inactive results; u = inconclusive; x = no result given.

(1) C[C@H](CO)N1C[C@H](C)[C@@H](CN(C)Cc2ccc(Oc3ccccc3)cc2)Oc2c(NC(=O)c3nc4ccccc4s3)cccc2C1=O
(2) CNC[C@H]1Oc2c(NS(=O)(=O)c3cn(C)cn3)cccc2C(=O)N([C@H](C)CO)C[C@@H]1C
(3) C[C@@H]1CCCCO[C@H](CN(C)S(=O)(=O)c2ccc(F)cc2)[C@@H](C)CN([C@H](C)CO)C(=O)c2cc(NC(=O)Cc3ccccc3)ccc2O1
(4) Cc1ccc(S(=O)(=O)N(C)C[C@@H]2Oc3ccc(NS(=O)(=O)c4ccccc4)cc3CC(=O)N([C@H](C)CO)C[C@H]2C)cc1
(5) COc1ccc(NC(=O)Nc2ccc3c(c2)C(=O)N([C@@H](C)CO)C[C@@H](C)[C@H](CN(C)Cc2ccccc2)O3)cc1
(6) Cc1noc(C)c1S(=O)(=O)Nc1ccc2c(c1)C(=O)N([C@@H](C)CO)C[C@H](C)[C@H](CN(C)Cc1ccc(C(F)(F)F)cc1)O2
(7) Cc1noc(C)c1S(=O)(=O)Nc1cccc2c1O[C@H](CN(C)S(=O)(=O)c1ccc(F)cc1)[C@H](C)CN([C@@H](C)CO)C2=O
(8) Cc1ccc(S(=O)(=O)Nc2ccc3c(c2)C(=O)N([C@@H](C)CO)C[C@H](C)[C@@H](CN(C)Cc2ccccc2)O3)cc1

assay / entry | 1 | 2 | 3 | 4 | 5 | 6 | 7 | 8
INS-1E ATP HTS | -26 | 6 | 6 | 4 | -7 | x | 1 | -14
T cruzi intra | 66* | -9 | 7 | -6 | -3 | 55 | 1 | 10

(9) C[C@@H]1CN([C@H](C)CO)C(=O)Cc2cc(NS(=O)(=O)c3ccc(Cl)cc3)ccc2O[C@@H]1CN(C)C(=O)Nc1ccccc1
(10) Cc1ccc(S(=O)(=O)N(C)C[C@H]2Oc3c(NC(=O)Nc4ccc5c(c4)OCO5)cccc3C(=O)N([C@@H](C)CO)C[C@@H]2C)cc1
(11) C[C@H](CO)N1C[C@H](C)[C@H](CN(C)C(=O)Nc2ccccc2)Oc2c(NC(=O)C3CCCCC3)cccc2C1=O
(12) C[C@@H]1CN([C@H](C)CO)C(=O)c2cc(NC(=O)Cn3cnnn3)ccc2O[C@H]1CN(C)CC1CCCCC1
(13) C[C@@H]1CN([C@H](C)CO)C(=O)c2cccc(NC(=O)Nc3ccc(C(F)(F)F)cc3)c2O[C@H]1CN(C)Cc1ccc(C(F)(F)F)cc1
(14) COc1ccc(NC(=O)Nc2ccc3c(c2)C(=O)N([C@H](C)CO)C[C@H](C)[C@@H](CN(C)C(=O)NC(C)C)O3)cc1
(15) COc1ccc(S(=O)(=O)N(C)C[C@H]2Oc3ccc(NC(=O)Nc4ccc(F)cc4)cc3CC(=O)N([C@H](C)CO)C[C@H]2C)cc1
(16) C[C@H](CO)N1C[C@H](C)[C@@H](CN(C)C(=O)NC2CCCCC2)Oc2ccc(NC(=O)CCN3CCOCC3)cc2C1=O

assay / entry | 9 | 10 | 11 | 12 | 13 | 14 | 15 | 16
INS-1E ATP HTS | 4 | -3 | 0 | 7 | 10 | 0 | 2 | 4
T cruzi intra | -25 | 9 | -2 | -9 | 37 | -20 | -7 | -9

(17) C[C@@H]1CN([C@@H](C)CO)C(=O)c2cccc(NC(=O)C3CCOCC3)c2O[C@H]1CN(C)S(=O)(=O)c1ccc(Cl)cc1
(18) COc1ccc(S(=O)(=O)N(C)C[C@@H]2Oc3ccc(NC(=O)Cc4cn(C)c5ccccc45)cc3CC(=O)N([C@@H](C)CO)C[C@@H]2C)cc1
(19) C[C@H]1CN([C@@H](C)CO)C(=O)Cc2cc(NC(=O)Nc3ccc(C(F)(F)F)cc3)ccc2O[C@@H]1CN(C)Cc1ccncc1
(20) Cc1noc(C)c1NC(=O)N(C)C[C@@H]1Oc2ccc(NS(=O)(=O)c3ccc(Cl)cc3)cc2CC(=O)N([C@@H](C)CO)C[C@@H]1C
(21) C[C@@H]1CN([C@@H](C)CO)C(=O)c2cccc(NC(=O)Nc3ccc4c(c3)OCO4)c2O[C@H]1CN(C)S(=O)(=O)c1ccc(F)cc1
(22) CCCN(C)C[C@@H]1OCCCC[C@@H](C)Oc2ccc(NS(=O)(=O)c3ccc(C)cc3)cc2C(=O)N([C@H](C)CO)C[C@@H]1C
(23) C[C@H]1CN([C@@H](C)CO)C(=O)c2cccc(NC(=O)c3cnccn3)c2O[C@H]1CN(C)Cc1ccc2c(c1)OCO2
(24) C[C@@H]1CN([C@@H](C)CO)C(=O)Cc2cc(N(C)C)ccc2O[C@@H]1CN(C)Cc1ccc(Oc2ccccc2)cc1

assay / entry | 17 | 18 | 19 | 20 | 21 | 22 | 23 | 24
INS-1E ATP HTS | 11 | 5 | 9 | 16 | 2 | -3 | -1 | -6
T cruzi intra | -21 | 1 | -22 | -12 | 15 | 2 | -19 | 14

(25) C[C@@H]1CN([C@@H](C)CO)C(=O)c2cc(NC(=O)CCCCCC(=O)Nc3ccccc3N)ccc2O[C@@H]1CN(C)CC1CCCCC1
(26) COc1ccc(NC(=O)Nc2ccc3c(c2)CC(=O)N([C@@H](C)CO)C[C@@H](C)[C@@H](CN(C)C(=O)Nc2ccc(OC)cc2)O3)cc1
(27) COc1ccc(NC(=O)Nc2ccc3c(c2)CC(=O)N([C@H](C)CO)C[C@@H](C)[C@@H](CN(C)Cc2ccc(-c4ccccc4)cc2)O3)cc1
(28) COc1ccc(CN(C)C[C@@H]2Oc3ccc(NC(=O)Nc4ccc5c(c4)OCO5)cc3C(=O)N([C@H](C)CO)C[C@@H]2C)cc1
(29) CC(C)NC(=O)Nc1ccc2c(c1)C(=O)N([C@H](C)CO)C[C@@H](C)[C@H](CN(C)Cc1ccc(Oc3ccccc3)cc1)O2
(30) C[C@@H]1CN([C@H](C)CO)C(=O)c2cccc(NC(=O)Nc3cccc4ccccc34)c2O[C@@H]1CN(C)S(=O)(=O)c1ccc(F)cc1
(31) COc1ccc(S(=O)(=O)Nc2ccc3c(c2)C(=O)N([C@H](C)CO)C[C@H](C)[C@H](CN(C)Cc2ccc(C(F)(F)F)cc2)OCCCC[C@@H](C)O3)cc1
(32) CCCCN(CCCC)c1ccc(/C=N/NC(=O)c2ccccc2O)cc1

assay / entry | 25 | 26 | 27 | 28 | 29 | 30 | 31 | 32
INS-1E ATP HTS | -1 | 1 | -10 | -9 | -15 | 6 | 1 | -1
T cruzi intra | -4 | 5 | 72* | 0 | -45 | 10 | 65* | 17

(33) C[C@@H]1CN([C@H](C)CO)C(=O)Cc2cc(NC(=O)Nc3ccc4c(c3)OCO4)ccc2O[C@H]1CN(C)Cc1ccc(Cl)c(Cl)c1
(34) C[C@@H]1CN([C@@H](C)CO)C(=O)c2cc(NC(=O)c3ccncc3)ccc2O[C@H]1CN(C)Cc1ccc2c(c1)OCO2
(35) COc1ccc(NC(=O)N(C)C[C@H]2Oc3ccc(NC(=O)CCCCCC(=O)Nc4ccccc4N)cc3CC(=O)N([C@H](C)CO)C[C@H]2C)cc1
(36) Cc1ccc(S(=O)(=O)N(C)C[C@H]2Oc3ccc(NC(=O)Nc4c(C)noc4C)cc3C(=O)N([C@@H](C)CO)C[C@H]2C)cc1
(37) Cc1noc(C)c1S(=O)(=O)Nc1cccc2c1O[C@@H](CN(C)Cc1ccc(C(=O)O)cc1)[C@@H](C)CN([C@@H](C)CO)C2=O
(38) Cc1ccc(S(=O)(=O)N(C)C[C@@H]2Oc3ccc(NC(=O)CCN4CCOCC4)cc3C(=O)N([C@H](C)CO)C[C@H]2C)cc1
(39) C[C@@H]1CN([C@H](C)CO)C(=O)c2cc(NC(=O)Cc3ccccc3)ccc2O[C@@H]1CN(C)C(=O)NC1CCCCC1
(40) C[C@@H]1CN([C@H](C)CO)C(=O)c2cc(NS(=O)(=O)c3cccs3)ccc2O[C@H]1CN(C)S(=O)(=O)c1ccccc1

assay / entry | 33 | 34 | 35 | 36 | 37 | 38 | 39 | 40
INS-1E ATP HTS | -13 | 0 | -1 | 3 | 8 | 8 | 0 | -5
T cruzi intra | 68* | 4 | -31 | -8 | -23 | -1 | 4 | -7

(41) Cc1noc(C)c1NC(=O)N(C)C[C@@H]1Oc2c(NC(=O)Nc3ccccc3)cccc2C(=O)N([C@@H](C)CO)C[C@@H]1C
(42) C[C@H](CO)N1C[C@H](C)[C@H](CN(C)S(=O)(=O)c2cccs2)Oc2ccc(NS(C)(=O)=O)cc2CC1=O
(43) C[C@@H]1CN([C@@H](C)CO)C(=O)c2cc(NS(=O)(=O)c3ccccc3)ccc2O[C@@H]1CN(C)Cc1ccc(C(=O)O)cc1
(44) C[C@H]1CN([C@@H](C)CO)C(=O)c2cc(NC(=O)Nc3ccc(F)cc3)ccc2O[C@@H]1CN(C)S(=O)(=O)c1cccs1
(45) C[C@H]1CN([C@@H](C)CO)C(=O)c2cccc(NC(=O)Nc3ccc4c(c3)OCO4)c2O[C@@H]1CN(C)Cc1ccc(-c2ccccc2)cc1
(46) C[C@@H]1CN([C@@H](C)CO)C(=O)c2cccc(NC(=O)Nc3ccc(C(F)(F)F)cc3)c2O[C@H]1CN(C)Cc1ccc(C(F)(F)F)cc1
(47) C[C@@H]1CN([C@H](C)CO)C(=O)Cc2cc(NC(=O)Cn3cnnn3)ccc2O[C@H]1CN(C)C(=O)NC1CCCCC1
(48) C[C@H](CO)N1C[C@H](C)[C@@H](CN(C)S(=O)(=O)c2cccs2)Oc2ccc(NC(=O)CCCCCC(=O)Nc3ccccc3N)cc2C1=O

assay / entry | 41 | 42 | 43 | 44 | 45 | 46 | 47 | 48
INS-1E ATP HTS | 10 | 1 | 5 | -25 | -5 | -13 | 14 | 2
T cruzi intra | -11 | -5 | -14 | -3 | -4 | u | -25 | -11

(49) CC(C)NC(=O)Nc1ccc2c(c1)C(=O)N([C@@H](C)CO)C[C@@H](C)[C@H](CN(C)S(=O)(=O)c1cn(C)cn1)O2
(50) CC(C)NC(=O)Nc1ccc2c(c1)CC(=O)N([C@@H](C)CO)C[C@H](C)[C@@H](CN(C)Cc1ccc(C(=O)Nc3ccccc3N)cc1)O2
(51) C[C@@H]1CN([C@H](C)CO)C(=O)c2cc(NC(=O)Cn3cnnn3)ccc2O[C@@H]1CN(C)Cc1ccc(Oc2ccccc2)cc1
(52) C[C@H](CO)N1C[C@H](C)[C@H](CN(C)Cc2ccccc2)Oc2ccc(NS(=O)(=O)c3ccccc3)cc2CC1=O
(53) CNC[C@H]1OCCCC[C@@H](C)Oc2ccc(NC(=O)NC3CCCCC3)cc2C(=O)N([C@H](C)CO)C[C@@H]1C
(54) C[C@H](CO)N1C[C@H](C)[C@H](CN(C)C(=O)Nc2ccccc2)Oc2ncc(C#CCN(C)C)cc2C1=O
(55) C[C@@H]1CN([C@@H](C)CO)C(=O)CCCn2nncc2CO[C@H]1CN(C)C(=O)Nc1cccc(F)c1
(56) CC(C)NC(=O)Nc1ccc2c(c1)C(=O)N([C@H](C)CO)C[C@H](C)[C@@H](CN(C)CC1CCCCC1)OCCCC[C@@H](C)O2

assay / entry | 49 | 50 | 51 | 52 | 53 | 54 | 55 | 56
INS-1E ATP HTS | 11 | -19 | 3 | 1 | 5 | x | x | -12
T cruzi intra | -13 | 36 | -25 | 21 | -11 | 2 | -16 | 10

Molecules shown so far that contain a COOH group, in the order listed:
(37) Cc1noc(C)c1S(=O)(=O)Nc1cccc2c1O[C@@H](CN(C)Cc1ccc(C(=O)O)cc1)[C@@H](C)CN([C@@H](C)CO)C2=O
(43) C[C@@H]1CN([C@@H](C)CO)C(=O)c2cc(NS(=O)(=O)c3ccccc3)ccc2O[C@@H]1CN(C)Cc1ccc(C(=O)O)cc1

assay / entry | 37 | 43
INS-1E ATP HTS | 8 | 5
T cruzi intra | -23 | -14

(list continues)
(57) C[C@@H]1CN([C@@H](C)CO)C(=O)c2cc(NC(=O)C3CC3)ccc2O[C@H]1CN(C)C
(58) O=C(N/N=C/c1ccc(O)c(O)c1O)c1ccccn1
(59) C[C@H](CO)N1C[C@H](C)[C@@H](CN(C)C(=O)Nc2ccc(F)cc2)Oc2ccc(NC(=O)NC3CCCCC3)cc2C1=O
(60) Cc1noc(C)c1NC(=O)N(C)C[C@H]1Oc2ccc(NS(=O)(=O)c3cn(C)cn3)cc2C(=O)N([C@H](C)CO)C[C@H]1C
(61) Cc1noc(C)c1NC(=O)Nc1cccc2c1O[C@@H](CN(C)C(=O)NC(C)C)[C@@H](C)CN([C@H](C)CO)C2=O
(62) C[C@@H]1CN([C@@H](C)CO)C(=O)Cc2cc(NS(=O)(=O)c3ccc(F)cc3)ccc2O[C@@H]1CN(C)CC1CC1
(63) C[C@H](CO)N1C[C@H](C)[C@H](CN(C)S(=O)(=O)c2ccc(Cl)cc2)Oc2c(NS(=O)(=O)c3ccccc3)cccc2C1=O
(64) COc1ccc(CN(C)C[C@H]2Oc3ccc(NS(=O)(=O)c4ccccc4)cc3C(=O)N([C@@H](C)CO)C[C@H]2C)cc1
(65) C[C@@H]1CCCCO[C@H](CN(C)C(=O)Nc2ccccc2)[C@@H](C)CN([C@H](C)CO)C(=O)c2cc(NC(=O)Nc3ccc4c(c3)OCO4)ccc2O1
(66) C[C@H](CO)N1C[C@H](C)[C@@H](CN(C)Cc2ccncc2)Oc2c(NC(=O)Nc3ccc(F)cc3)cccc2C1=O
(67) C[C@H]1CN([C@@H](C)CO)C(=O)c2cccc(NC(=O)Nc3cccc4ccccc34)c2O[C@H]1CN(C)Cc1ccc(C(F)(F)F)cc1

assay / entry | 57 | 58 | 59 | 60 | 61 | 62 | 63 | 64 | 65 | 66 | 67
INS-1E ATP HTS | 1 | 21 | 10 | 6 | 6 | 0 | 7 | -4 | -7 | 2 | -26
T cruzi intra | -15 | 51 | -18 | -10 | -3 | 15 | -9 | 0 | 25 | 24 | 61

Source: PubChem
